Bioassay records as filed in PubChem.
ASAP1 inh: inhibitors of human ASAP1 ArfGAP activity, primary screen, biochemical, fluorescence polarization; Arf-GAP with SH3 domain, ANK repeat and PH domain-containing protein 1 (Homo sapiens), …; ASAP1-stimulated ARF1 GTP hydrolysis, GDP FP detection; inhibition, % at 16.5 µM; actives 0.19% (n = 360,000); AID 624377, 2012; in the data active = inhibition above about 25%;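 note: 0% = vehicle with enzyme and substrate and 100% = no enzyme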
NPR1 activator: GC-A stimulated cGMP production enhancers – HEK293 GC-A cells, cGMP TR-FRET, EC30 ANP, primary screen; Atrial natriuretic peptide receptor 1 (Homo sapiens), P16066; 0% at EC30 ANP, 100% saturating ANP; activation, % at 10 µM; actives 0.14% (n = 370,000); in the data active = activation above about 40%
sPLA2-III inh: human group III sPLA2 inhibitors, primary screen, biochemical, QFRET, BODIPY PC-A2 liposome substrate; QFRET BODIPY PC-A2 liposome hydrolysis, fluorescence; actives 0.56% (n = 370,000); Group 3 secretory phospholipase A2 (Homo sapiens), Q9NZ20; inhibition, % at 12.2 µM; AID 743126, 2013;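 active = inhibition above mean plus 3 SD of compounds lying within the high and low control bounds, cut at about 19% in these data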;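 note: 0% = median of test compound wells and 100% = no enzyme DMSO wells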
KLK7 zymogen act: proKLK7 zymogen activators, primary screen, biochemical, fluorescence intensity | Kallikrein-7 (Homo sapiens), P49862 | purified proKLK7, EDANS-DABCYL substrate fluorescence; 100% is mature enzyme control, 0% vehicle | activation, % at 7 µM | actives 0.9% (n = 370,000) | AID 652039, 2013;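 active = activation above the mean of all tested compounds plus 3 SD, computed per campaign excluding outliers beyond control limits, cut at about 13% in these data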
DDE Tn6 FP inh: inhibitors of Tn6 peptide binding to fibrin DD(E), primary screen, biochemical, fluorescence polarization, human fibrin, Tn6 probe | Fibrinogen beta chain (Homo sapiens), P02675 | Fibrin DD(E) TRITC-Tn6 fluorescence polarization displacement | inhibition, % at 8.3 µM | actives 0.21% (n = 370,000);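 active = inhibition above a per-campaign cutoff: mean of compounds within control limits plus 3 SD, cut at about 15% in these data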;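 note: 0% = median of all compound wells on the plate and 100% = blocking peptide control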
Target sequence (P02675 whole entry, looked up): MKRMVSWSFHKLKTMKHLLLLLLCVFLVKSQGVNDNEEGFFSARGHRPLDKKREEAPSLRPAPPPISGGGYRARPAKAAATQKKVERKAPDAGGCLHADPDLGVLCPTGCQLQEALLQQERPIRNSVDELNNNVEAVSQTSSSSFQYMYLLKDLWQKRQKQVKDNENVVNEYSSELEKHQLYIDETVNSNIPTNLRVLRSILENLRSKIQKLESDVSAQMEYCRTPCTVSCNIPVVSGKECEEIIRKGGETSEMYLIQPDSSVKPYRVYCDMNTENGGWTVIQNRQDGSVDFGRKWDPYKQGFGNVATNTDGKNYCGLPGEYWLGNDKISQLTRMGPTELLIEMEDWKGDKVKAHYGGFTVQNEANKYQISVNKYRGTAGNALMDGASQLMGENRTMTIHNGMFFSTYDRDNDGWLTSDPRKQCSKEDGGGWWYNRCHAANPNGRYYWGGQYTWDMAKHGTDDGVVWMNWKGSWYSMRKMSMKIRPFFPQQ
rCAG binder: binders of r(CAG) RNA repeats, primary screen, biochemical, fluorescence. r(CAG) RNA repeat, TO-PRO-1 dye displacement fluorescence. inhibition, % at 3 µM. actives 1.3% (n = 370,000). AID 651821, 2012;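 active = inhibition above the plate cutoff, the mean of all test compounds on that plate plus 3 SD, cut at about 35% in these data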;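 note: 0% = DMSO alone and 100% = 100 µM mitoxantrone as full dye displacement; higher means more dye released from RNA so lower well fluorescence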
GAA850 FXN act: FXN promoter activators, primary screen, cell-based, luciferase luminescence, HEK293 lucGAA850 | HEK293 lucGAA850 FXN promoter luciferase reporter, 24 h; percent of 10 µM SAHA response | actives 0.56% (n = 360,000) | activation, % at 6 µM;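 active = activation above the average of all compounds screened plus 3 SD, cutoff fixed separately per campaign, cut at about 7.5% in these data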;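 note: 0% = DMSO wells and 100% = 10 µM SAHA wells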
ARFGAP1 inhibitor: inhibitors of rat ARFGAP1 GAP activity, primary screen, biochemical, fluorescence polarization, GDP tracer | ADP-ribosylation factor GTPase-activating protein 1 (Rattus norvegicus), Q62848 | Arfgap1-stimulated ARF1 GTP hydrolysis, GDP FP detection | inhibition, % at 16.5 µM | actives 0.26% (n = 360,000) | AID 651572, 2012;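 active = inhibition above a per-plate limit, mean inhibition of low control wells plus 3 SD, cut at about 25% in these data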;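 note: 0% = DMSO wells with enzyme and 100% = wells lacking Arfgap1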
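system = rat Arfgap1 catalytic domain, aa 1-136 | technique = FP, GDP Alexa 633 tracer displaced from anti-GDP antibody, 620/688 nm | compound = one concentration, 16.5 µM, DMSO 1.26% | medium = HEPES-based buffer, pH 7.5 | timing = compound-enzyme preincubation 20 min, reaction 120 min, detection 60 min, 25 °C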
ADAM10 inh: human ADAM10 inhibitors, primary screen, biochemical, QFRET, HTS. Disintegrin and metalloproteinase domain-containing protein 10 (Homo sapiens), O14672. recombinant ADAM10, EDANS/DABCYL FRET peptide cleavage, 3 h. inhibition, % at 7 µM. actives 0.62% (n = 370,000). AID 720582, 2013;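 active = inhibition above a per-campaign cutoff equal to the mean of compounds falling between control-based bounds plus 3 SD, cut at about 20% in these data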;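 note: 0% = DMSO wells while the 100% control is not disclosed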
Target sequence (O14672 214-748 limits assumed): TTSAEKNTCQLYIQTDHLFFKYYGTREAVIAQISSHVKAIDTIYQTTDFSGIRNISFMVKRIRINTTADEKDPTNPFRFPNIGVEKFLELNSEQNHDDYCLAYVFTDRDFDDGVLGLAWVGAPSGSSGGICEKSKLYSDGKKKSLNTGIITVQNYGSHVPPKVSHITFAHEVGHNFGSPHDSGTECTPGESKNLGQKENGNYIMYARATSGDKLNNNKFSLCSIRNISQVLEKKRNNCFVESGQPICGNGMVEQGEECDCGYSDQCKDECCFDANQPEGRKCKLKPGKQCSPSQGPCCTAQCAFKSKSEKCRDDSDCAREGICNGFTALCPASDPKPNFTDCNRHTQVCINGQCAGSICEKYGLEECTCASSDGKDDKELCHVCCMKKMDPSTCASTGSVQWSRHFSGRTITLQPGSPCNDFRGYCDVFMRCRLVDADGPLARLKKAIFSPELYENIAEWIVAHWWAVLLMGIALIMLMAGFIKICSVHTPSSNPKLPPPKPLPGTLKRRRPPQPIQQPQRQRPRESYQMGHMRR
GC-B act: human GC-B receptor activators, primary screen, HEK293 GC-B cells, cGMP TR-FRET, EC30 CNP; Atrial natriuretic peptide receptor 2 (Homo sapiens), P20594; 0% at EC30 CNP, 100% saturating CNP; activation, % at 10 µM; actives 0.11% (n = 370,000); AID 1920062, 2024;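 active = activation at 10 µM reaching about 35% in either raw or pattern-adjusted values, limit read from the data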
Numbers without * were called inactive; / = no result given.

SMILES | ASAP1 inh | NPR1 activator | sPLA2-III inh | KLK7 zymogen act | DDE Tn6 FP inh | rCAG binder | GAA850 FXN act | ARFGAP1 inhibitor | ADAM10 inh | GC-B act
Clc1ccc(Sc2ccccn2)cc1 | -6 | 1 | 8 | -0.5 | 1 | -1 | 0.8 | -5 | -3 | 2
O=C(c1ccccc1)n1ccc2ccccc21 | -21 | -2 | -4 | -2.1 | 7 | 0 | 2.4 | -10 | 2 | 0
O=C(NC(C(=O)N/N=C/c1ccccc1)c1n[nH]c(=O)c2ccccc12)c1ccccc1 (stereo not given) | 19 | 2 | -34 | 0.3 | 0 | 2 | 2.6 | 6 | 3 | 3
COc1cccc(CNC(=O)[C@H]2CCCN2C(=O)[C@H]2CCCN2C(=O)c2cccc3ccccc23)c1 | -1 | 2 | 0 | 0.0 | 5 | 0 | / | 10 | -1 | 1
Cc1ccc(-c2n[nH]c(=S)n2C)cc1Cl | -3 | 1 | 13 | -0.4 | 2 | -2 | 0.6 | -5 | 1 | -6
Cc1cc2c(c(=O)o1)C(C(C)C)C(C#N)=C(N)O2 (stereo not given) | -9 | 3 | 4 | -0.6 | -4 | -1 | 0.5 | 16 | 2 | 5
Cc1cccc(OCc2nnc(SCCC(=O)O)n2-c2ccccc2)c1 | 2 | 6 | 2 | -0.1 | 8 | 1 | 2.8 | 12 | -4 | -1
CCn1nc(C(=O)NCCc2ccc(S(N)(=O)=O)cc2)c2ccccc2c1=O | -2 | -2 | 4 | -0.1 | -11 | 3 | -0.6 | 8 | -8 | 0
O=C(CNC(=O)c1ccccc1F)OCc1csc(-c2ccccc2)n1 | 1 | 0 | -1 | 0.0 | 5 | -7 | 3.5 | 0 | 0 | -1
Cc1cc(NC(=O)CSc2cn(CCNC(=O)c3ccc(F)cc3)c3ccccc23)no1 | 7 | -13 | -21 | -0.2 | 1 | -1 | 0.0 | 0 | 5 | -10
c1ccc(Oc2nc(N3CCOCC3)nc(N3CCOCC3)n2)cc1 | -4 | -1 | -5 | -0.9 | -3 | -1 | -0.6 | 11 | 5 | 2
COc1ccc([N+](=O)[O-])cc1-c1[nH]c(-c2ccc(C(=O)O)cc2)nc1-c1ccccc1 | 0 | 5 | -18 | 0.3 | 10 | 55* | 1.0 | -3 | 2 | 2
O=C(Nc1ccc(F)cc1)N1CCCC(c2nc3c(nnn3Cc3ccccc3Cl)c(=O)[nH]2)C1 (stereo not given) | -11 | -10 | 2 | -0.3 | 9 | 1 | 2.7 | -6 | -2 | 5
COc1cccc2c1c(NC(=O)Nc1ccc(F)cc1F)nn2C | 10 | 0 | 2 | 0.7 | -1 | -3 | 0.5 | -7 | -1 | 1
CC(=O)c1ccc(N2CCN(S(=O)(=O)c3ccc4c(c3)CCC(=O)N4)CC2)cc1 | -27 | -10 | 10 | 0.6 | -4 | 4 | -1.2 | 11 | -3 | -11
Cc1ccc2oc(C(=O)NCCCN3CCOCC3)c(C)c2c1 | -6 | 1 | 3 | -0.3 | 2 | -7 | 3.8 | -1 | -6 | 1
O=C(Nc1nnc(COc2ccccc2F)s1)Nc1ccccc1F | -3 | 10 | -6 | 0.7 | 6 | 29 | -0.9 | 0 | 10 | -1
Cc1cc2nnc(SC3CCOC3=O)n2c2ccccc12 (stereo not given) | 2 | 19 | -6 | 2.0 | -2 | 1 | -1.6 | 2 | -36 | 15
Clc1ccccc1CSC1=NCCCN1 | 19 | 2 | -2 | 0.2 | 5 | -1 | -1.5 | -5 | -8 | 6
Oc1cccc(-c2csc(C(O)(c3ccccc3)C(F)(F)F)n2)c1 (stereo not given) | 6 | 2 | -40 | -0.1 | -2 | 5 | -1.7 | 24 | 11 | -6
CS(=O)(=O)Nc1ccc(C(=O)Nc2ccccc2Cl)cc1 | -13 | -2 | -2 | 0.1 | -11 | -3 | 2.0 | -3 | -4 | -2
O=C(OC1CCOC1=O)C1CCN(S(=O)(=O)c2ccc(Cl)c(C(F)(F)F)c2)CC1 (stereo not given) | -9 | -2 | -2 | 0.4 | 5 | 3 | 2.4 | 6 | 0 | 51*
COc1ccc(C2=CSC(/N=C/c3ccc(F)cc3)=NN2)cc1 | 22 | -1 | 11 | -0.9 | -1 | 17 | 0.2 | 5 | -7 | 1
Cc1cc(C)nc(N2CCC(C(=O)Nc3ccc(Oc4ccccc4)cc3)CC2)n1 | 4 | 6 | 0 | -0.6 | 8 | -2 | -1.0 | -4 | 3 | 10
CCOC(=O)N1CCC(N2C(=O)c3ccc(C(=O)NCc4ccc(F)cc4)cc3C2=O)CC1 | 2 | 1 | -1 | 0.6 | 8 | 0 | -0.4 | -13 | -12 | 0

Continued:
SMILES | ASAP1 inh | NPR1 activator | sPLA2-III inh | KLK7 zymogen act | DDE Tn6 FP inh | rCAG binder | GAA850 FXN act | ARFGAP1 inhibitor | ADAM10 inh | GC-B act
Cc1ccccc1CC1SC(N=C(N)N)=NC1=O (stereo not given) | -2 | 5 | -1 | -0.1 | 2 | -2 | 2.0 | 7 | 0 | 1
COc1cc2cc(C(c3nnnn3C3CCCC3)N(C)C3CCCCC3)c(=O)[nH]c2cc1OC (stereo not given) | -4 | 3 | -1 | 1.6 | 11 | -1 | -0.8 | 0 | -64 | 0
COc1ccccc1CCc1nnc(CCC(=O)NC(C)Cc2cccc(C)n2)o1 (stereo not given) | 3 | 0 | 8 | -0.2 | -4 | -6 | -2.7 | 3 | -6 | 3
COc1ccc(-n2nnnc2SC(C)C(=O)NC2CCCC2)cc1 (stereo not given) | -4 | 0 | -3 | 0.5 | -5 | 1 | 0.9 | -19 | 1 | 3
CSCCNC(=O)c1ccc(OC2CCN(S(=O)(=O)N(C)C)CC2)cc1 | -5 | -4 | -3 | -0.2 | -2 | -4 | -1.6 | 1 | -3 | 8
O=C(NC(=S)N1CCOCC1)c1cn(-c2ccccc2)nc1-c1ccccc1 | -5 | -2 | 15 | 0.4 | -1 | 3 | 0.4 | 5 | -6 | -1
COc1cc(C(=O)Nc2ccc3c(c2)OCCO3)ccc1OC(C)C | 2 | -1 | -3 | 0.3 | -7 | -5 | 4.0 | 2 | 5 | -1
COCC(=O)NNC(=O)c1ccccc1OC | 0 | 6 | 1 | 0.7 | 1 | -1 | 0.7 | 9 | -5 | 1
N#CC(C#N)=C1C=CC=CN1/C(=C\c1ccccc1)C(=O)c1cccs1 | -9 | -37 | 4 | -7.3 | 8 | 3 | 1.2 | 0 | -235 | -2
Cc1cnc(C(=O)OCC(=O)Nc2ccc(Br)cc2F)cn1 | 11 | 2 | 10 | -0.1 | 3 | 0 | 0.0 | 8 | -14 | -2
O=C(Nc1ccc(OCC(F)(F)C(F)F)c(C(F)(F)F)c1)c1ccc(Cl)cc1 | 1 | 10 | -9 | 0.5 | -5 | 7 | -6.6 | 10 | 25* | 5
Cc1c(C(=O)C(=O)N2CC=C(c3ccccc3)CC2)c2ccccc2n1C | -10 | 1 | -8 | 0.1 | 6 | 3 | -1.8 | 8 | 15 | 3
Cc1ccc(C)c(SCC(=O)NNC(=O)c2ccccc2)c1 | -7 | -1 | -13 | 0.0 | 0 | 2 | 0.9 | -2 | -2 | -2
CCN(CC)S(=O)(=O)c1ccc(Cl)c(C(=O)N2CCc3ccccc32)c1 | 4 | -4 | -8 | 0.2 | -1 | -5 | -3.2 | -6 | -3 | 1
Cc1ccc(Cn2nnc3c(=O)[nH]c(C(=O)NCc4ccco4)nc32)cc1 | 0 | 5 | -7 | -0.4 | 7 | 13 | 3.3 | -1 | -5 | 0
CCOC(=O)CC[C@@]1(C(=O)OCC)C[C@@H](CC(=O)NCc2cccc3ccccc23)C(=O)N2CCCC=C21 | / | -3 | -2 | -0.3 | 10 | 3 | / | / | -5 | -6
Cc1ccn2c(=O)nc(SCC(=O)Nc3cccc4ccccc34)nc2c1 | -4 | 1 | 3 | -0.2 | -3 | 3 | -1.3 | 14 | -8 | 9
O=C(O)Cn1c(=O)c2c3c(sc2n(Cc2ccc(F)cc2)c1=O)CCCC3 | 6 | 2 | -6 | 0.6 | -3 | 26 | 1.4 | 13 | -2 | 5
Cc1ccc(C2NC(=S)NC3=C2C(=O)CCC3)cc1 (stereo not given) | 5 | 5 | 8 | -0.4 | -9 | -2 | 1.6 | 2 | -4 | 7
CC(C)C[C@@H](CNC(=O)OC(C)(C)C)NC(=O)c1nc[nH]c1C(=O)N[C@@H](CC(C)C)C(=O)CNC[C@H](CC(C)C)NC(=O)c1nc[nH]c1C(=O)N[C@@H](Cc1c[nH]c2ccccc12)C(=O)OC(C)(C)C | 32* | 0 | -28 | 0.1 | 2 | 18 | 0.4 | 10 | 9 | 5
CCS(=O)(=O)Nc1ccc(C(=O)c2ccccc2)cc1 | 7 | 6 | 0 | -1.0 | 4 | -2 | 1.3 | -2 | 4 | -1
CSCC(=O)Nc1nc(-c2ccc3c(c2)OCCO3)cs1 | 5 | 3 | -5 | -0.6 | -9 | -2 | 4.6 | -13 | 13 | 0
N#Cc1nc(-c2ccccc2F)oc1NCCN1CCOCC1 | 15 | 1 | -3 | 11 | 7 | 0 | 1.6 | -3 | -416 | 4
O=C(N/N=C\c1ccc(CN(Cc2ccc(Cl)cc2)S(=O)(=O)c2ccccc2)o1)C(=O)Nc1ccc(F)cc1 | -9 | 0 | 0 | 0.9 | 2 | 2 | 0.3 | -6 | -3 | 2
O=C(CSc1ccc(Cl)cc1)NNC(=O)c1ccncc1 | 2 | 2 | 2 | 0.2 | 0 | 1 | -1.6 | 3 | 8 | 0
CCCCN(C)C(=O)Cn1cnc2sc(C)cc2c1=O | 0 | 1 | 2 | 0.4 | 2 | -1 | 3.5 | -3 | 12 | -2
Cc1cccc(N2C(=O)NC3(CCCCC3)C2=O)c1 | -6 | 8 | 2 | 0.2 | 0 | 1 | -1.6 | -4 | -2 | 4

3 entries out of the list above, sorted by the number in NPR1 activator, smallest number first:
structure | NPR1 activator
CC(C)C[C@@H](CNC(=O)OC(C)(C)C)NC(=O)c1nc[nH]c1C(=O)N[C@@H](CC(C)C)C(=O)CNC[C@H](CC(C)C)NC(=O)c1nc[nH]c1C(=O)N[C@@H](Cc1c[nH]c2ccccc12)C(=O)OC(C)(C)C | 0
Cc1ccn2c(=O)nc(SCC(=O)Nc3cccc4ccccc34)nc2c1 | 1
Cc1ccccc1CC1SC(N=C(N)N)=NC1=O (stereo not given) | 5
